# hIAP activ = human IAP activators, primary screen, biochemical, luminescence, uHTS; Intestinal-type alkaline phosphatase (Homo sapiens), P09923; purified human IAP, CDP-Star luminescence, 30 min; active compounds read high; 1 = vehicle-only enzyme, 0 = enzyme-free background; 330,000 compounds, 0.16% hits; activation factor at 10 µM;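 active = activation factor of the enzyme at least 2-fold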; note: the source names both 10 and 20 µM as test concentration; values of inactives mirror those of a sister screen read the other way
# hIAP inh = human IAP inhibitors, primary screen, biochemical, luminescence, uHTS | Intestinal-type alkaline phosphatase (Homo sapiens), P09923 | purified IAP, CDP-Star luminescence, 30 min | inhibition, % at 10 µM | 330,000 compounds, 0.12% hits;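 active = inhibition reaching a set limit with compound at 10 µM in the primary screen, cut at about 35% in these data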;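 note: plate controls were DMSO wells with enzyme for no effect and no-enzyme buffer wells for full effect; values of inactives mirror those of a sister screen read the other way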
# mIAP block = inhibitors of mouse IAP, primary screen, biochemical, luminescence, uHTS; intestinal alkaline phosphatase [Mus musculus]; purified mouse IAP, CDP-Star luminescence, 30 min; inhibition, % at 10 µM; 330,000 compounds, 0.2% hits; AID 2806, 2010;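 active = inhibition of at least 40% at 10 µM in the primary screen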;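 note: plate controls were DMSO with enzyme for no effect and no enzyme wells for full effect; values of inactives mirror those of a sister screen read the other way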
# A3A deaminase = APOBEC3A ssDNA deaminase inhibitors, primary screen, selectivity assay for APOBEC3G inhibitor project, biochemical, FAM/TAMRA oligo cleavage fluorescence | recombinant A3A, FAM/TAMRA ssDNA deamination fluorescence | 330,000 compounds, 0.41% hits | inhibition, % at 20 µM;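 active = at least 40% inhibition at 20 µM here, with at most 30% in a related deaminase screen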;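 note: plate controls were A3A with DMSO for no effect and wells lacking A3A enzyme for full effect; some results filed as inactive read as strong as hits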
# Target sequence (P31941 whole entry, looked up): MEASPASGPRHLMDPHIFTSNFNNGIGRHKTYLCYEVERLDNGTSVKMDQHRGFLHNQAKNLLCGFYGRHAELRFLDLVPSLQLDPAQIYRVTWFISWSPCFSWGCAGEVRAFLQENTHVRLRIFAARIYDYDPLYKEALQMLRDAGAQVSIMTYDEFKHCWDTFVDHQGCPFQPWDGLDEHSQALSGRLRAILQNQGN
# mIAP act = activators of mouse IAP, primary screen, biochemical, luminescence, uHTS. activation factor at 10 µM. muIAP, CDP-Star luminescence, 30 min; active compounds read high; 1 = vehicle-only enzyme signal, 0 = enzyme-free wells. AID 2805, 2010. 330,000 compounds, 0.24% hits;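 active = activation factor of at least 2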; note: the source names both 10 and 20 µM as test concentration; values of inactives mirror those of a sister screen read the other way
#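 System: mouse IAP enzyme. Reagent: CDP-Star chemiluminescent phosphatase substrate. Benchmarks: DMSO wells, no-enzyme wells. Times: 30 min enzyme-substrate-compound incubation at room temperature. Detection: luminescence from enzymatic CDP-Star hydrolysis. Doses: test compounds delivered from DMSO solution.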
# ATG4B inhibitor = ATG4B protease inhibitors, primary screen, biochemical, fluorescence, uHTS; Cysteine protease ATG4B (Homo sapiens), Q9Y4P1; ATG4B cleavage of LC3-PLA2, NBD-HPC fluorescence, 1 h; inhibition, % at 8.33 µM; 340,000 compounds, 0.51% hits; AID 504462, 2011; in the data active = inhibition above about 40%
# HKDC1 inhibitor = HKDC1 hexokinase inhibitors, primary screen, biochemical, fluorescence, uHTS; 340,000 compounds, 0.16% hits; inhibition, % at 20 µM; recombinant HKDC1, G6PDH/diaphorase resazurin coupled fluorescence;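 active = inhibition above about 35% when tested at 20 µM, limit read from the data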;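 note: plate controls were DMSO wells with enzyme for no effect and DMSO wells lacking enzyme for full effect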
# Target sequence (Q2TB90 whole entry, looked up): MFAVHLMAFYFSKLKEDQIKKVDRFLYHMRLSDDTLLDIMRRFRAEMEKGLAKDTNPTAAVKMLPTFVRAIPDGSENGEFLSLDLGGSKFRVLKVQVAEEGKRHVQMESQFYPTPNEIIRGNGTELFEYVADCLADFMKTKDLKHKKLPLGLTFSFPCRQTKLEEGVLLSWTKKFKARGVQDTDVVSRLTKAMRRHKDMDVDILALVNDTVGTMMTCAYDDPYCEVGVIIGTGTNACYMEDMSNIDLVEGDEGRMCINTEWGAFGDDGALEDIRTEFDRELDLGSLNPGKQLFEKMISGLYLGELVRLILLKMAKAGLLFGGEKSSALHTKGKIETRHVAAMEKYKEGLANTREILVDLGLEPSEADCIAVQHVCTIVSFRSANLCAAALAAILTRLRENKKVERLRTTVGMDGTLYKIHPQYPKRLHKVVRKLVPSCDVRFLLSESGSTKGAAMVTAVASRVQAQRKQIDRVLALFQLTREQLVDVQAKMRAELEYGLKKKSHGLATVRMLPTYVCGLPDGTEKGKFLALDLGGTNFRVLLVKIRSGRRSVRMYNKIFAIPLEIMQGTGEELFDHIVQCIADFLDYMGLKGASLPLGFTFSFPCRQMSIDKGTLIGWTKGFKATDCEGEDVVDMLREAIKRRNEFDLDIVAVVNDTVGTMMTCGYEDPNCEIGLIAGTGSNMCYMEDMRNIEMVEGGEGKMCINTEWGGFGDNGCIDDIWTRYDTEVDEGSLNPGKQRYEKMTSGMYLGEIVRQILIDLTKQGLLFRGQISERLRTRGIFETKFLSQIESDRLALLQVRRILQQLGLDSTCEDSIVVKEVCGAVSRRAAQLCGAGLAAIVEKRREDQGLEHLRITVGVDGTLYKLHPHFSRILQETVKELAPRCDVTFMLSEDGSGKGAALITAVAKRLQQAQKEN
#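 test system = in-house recombinant HK5 (HKDC1) enzyme | amount = HKDC1 at 5 µg/mL | control set = DMSO-enzyme wells negative, buffer-substituted wells positive | compound = one dose of 20 µM, 1% DMSO | schedule = reaction time 90 min, room temperature, protected from light | technique = resorufin fluorescence at 613 nm | reagent = glucose with 1 mM ATP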
# PfG6PD inh = PfG6PD enzyme inhibitors, primary screen, biochemical, fluorescence intensity, uHTS | glucose-6-phosphate dehydrogenase-6-phosphogluconolactonase (Plasmodium falciparum 3D7) | 350,000 compounds, 0.78% hits | PfGluPho enzyme, NADPH resazurin-diaphorase fluorescence | inhibition, % at 20 µM | AID 504690, 2011;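 active = inhibition reaching at least a set limit at 20 µM in the primary screen, cut at about 59% in these data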;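 note: 0% = DMSO wells with substrate and 100% = DMSO wells lacking glucose-6-phosphate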
# Starred values were filed as active, the others as inactive. Rows are unselected; about 2.4% have a hit in one of these screens.
SMILES,hIAP activ,hIAP inh,mIAP block,A3A deaminase,mIAP act,ATG4B inhibitor,HKDC1 inhibitor,PfG6PD inh
N=C1/C(=C\c2ccc(SCc3ccco3)o2)C(=O)N=C2SC=NN12,1.02,-2.2,69.2*,92.0,0.308,11.0,14.0,16.8
O=c1[nH]c(=O)n(-c2ccccc2)c2c1C(C(F)(F)F)(C(F)(F)F)N=C(CCC1CCCCC1)N2,1.08,-8.4,9.1,0.5,0.909,-0.7,-2.0,3.8
O=C(O)c1cc(S(=O)(=O)NC23CC4CC(CC(C4)C2)C3)ccc1Cl,0.962,3.8,1.3,1.8,0.987,-4.9,-1.3,-0.5
COc1ccc2[nH]c(C(=O)N3CCNCC3)cc2c1OC,0.968,3.2,-13.9,0.1,1.14,-0.1,3.7,5.2
Cc1ccc(NC(=O)CSc2nnc(CNC(=O)c3ccco3)o2)cc1,0.85,15.0,16.5,-2.6,0.835,-0.6,10.1,-10.7
O=C(CN1C(=O)NC(CCc2ccccc2)C1=O)Nc1ccccc1C(F)(F)F (stereo not given),0.83,16.9,4.8,-5.9,0.952,1.2,-2.8,-1.5
COc1ccc(NS(=O)(=O)c2ccc3c(c2)CCN3C(=O)CCC(=O)O)cc1OC,0.992,0.8,-14.8,2.1,1.15,0.4,-1.5,-16.6
COc1ccc(CCNC(=O)c2cc3cc(F)ccc3nc2C)cc1OC,0.965,3.5,-0.3,-3.8,1,2.3,-3.9,2.6
CCOC(=O)c1sc(NN=C(C(=O)OC)C(=O)OC)c(C(=O)OCC)c1C,0.951,4.9,22.1,-1.0,0.779,-11.9,-6.6,-5.7
COc1cc(NC(=O)CCn2c(=O)[nH]c3ccsc3c2=O)cc(OC)c1,0.991,0.9,-4.9,2.8,1.05,-11.1,-7.2,-5.1
CCn1c(SCC(=O)NCCc2ccc(Cl)cc2)nnc1-c1cccs1,1.12,-12.2,-4.1,-0.5,1.04,-3.7,-2.4,-13.5
O=C(NCCCN1CCOCC1)c1ccccc1NS(=O)(=O)c1cc([N+](=O)[O-])ccc1Cl,0.936,6.4,15.8,-2.4,0.842,0.2,-4.8,-19.4
COc1cc2c(c3oc(-c4ccccc4)cc(=O)c13)C=CC(C)(C)O2,1.17,-16.9,2.5,-3.9,0.975,0.7,18.8,32.8
O=C(c1ccc2c(=O)n(-c3ccccc3)c(=O)[nH]c2c1)N1CCN(c2ccc(F)cc2)CC1,1.06,-5.6,7.6,-4.6,0.924,-3.3,-2.0,-18.5
Cc1ccc(S(=O)(=O)N(C)CC(=O)N/N=C/c2ccc(C)o2)cc1,1.01,-0.9,-1.8,2.3,1.02,-1.9,4.8,-7.5
COc1cccc(N2CCN(C3CC(=O)N(c4ccc(F)c(Cl)c4)C3=O)CC2)c1 (stereo not given),1.01,-1.5,-4.1,-3.4,1.04,-12.3,0.0,10.8
COc1ccc2[nH]c(=O)c(CNc3ccc(C)cc3C)cc2c1,0.933,6.7,5.8,5.0,0.942,-3.1,12.4,35.1
COc1cccc(OCCn2cccc2/C=C2/C(=N)N3OC(C)=CC3=NC2=O)c1,1.13,-13.4,-3.5,-2.0,1.03,-6.5,-10.3,6.3
COc1ccc(N2CCN(CNC(=O)c3ccccc3)CC2)cc1,1.19,-19.1,-6.5,-3.2,1.06,1.6,-2.5,17.9
CCn1nnnc1-c1ccc(OC)c(S(=O)(=O)N2CCCCC2)c1,1.3,-30.2,-13.8,2.2,1.14,0.7,-0.1,-2.2
Cc1ccc(CNC(=O)C(C)OC(=O)c2ccco2)cc1 (stereo not given),0.908,9.2,-6.8,0.5,1.07,4.7,13.6,-6.5
CCOCCn1c(CN2CCN(c3cccc(Cl)c3)CC2)nc2c1c(=O)n(C)c(=O)n2C,1.19,-18.9,-2.1,0.8,1.02,-9.2,-4.5,0.0
CC(C(=O)NC(=O)NC1CCCCC1)N(C)CC(=O)Nc1ccc(F)c(F)c1F (stereo not given),1.29,-28.6,-9.6,-3.8,1.1,-10.3,0.4,9.1
Cn1cnc(S(=O)(=O)Nc2ccccc2C(=O)NCC2CC2)c1,0.786,21.4,4.6,0.4,0.954,-0.9,-5.2,-3.0
O=C(Oc1ccccc1Cl)c1ccc2c(=O)n3c(nc2c1)CCC3,0.982,1.8,2.6,11.0,0.974,3.9,0.7,6.6
O=[N+]([O-])c1cc(-c2nc(-c3ccncc3)no2)cc([N+](=O)[O-])c1,0.814,18.6,13.2,0.5,0.868,-9.1,18.0,14.2
CN(C)C(=O)c1cn(-c2ccccc2)nc1-c1cc2ccccc2o1,1.13,-13.3,2.1,-2.8,0.979,8.2,5.5,-0.2
c1ccc(Cn2c(-c3ccco3)nc3nc4ccccc4nc32)cc1,0.954,4.6,9.9,-1.0,0.901,10.8,13.4,42.1
CCC1=C(OC(=O)N(CC)CC)N2C(=O)OC(=NCC3CC3)[C@]2(C)[C@H]2C1=CC[C@H]1C(=O)N(CC)C(=O)[C@H]12,0.83,17.0,-9.8,-0.2,1.1,-2.9,-2.9,9.8
CCC(C)(C)n1nnnc1C(c1ccc(OC)c(OC)c1)N1CCN(c2ccccc2)CC1 (stereo not given),0.969,3.1,2.5,-2.7,0.975,-14.8,1.1,8.8
COc1cccc(-c2csc(NC(=O)Oc3ccccc3)n2)c1,1.04,-3.7,-3.5,-3.0,1.03,-4.2,3.4,-5.6
CCOc1ccc(-n2c(N)c(C(=O)NCc3cccnc3)sc2=S)cc1,0.985,1.5,0.6,-0.7,0.994,-12.1,-4.2,52.6
COc1cc(C(=O)OCC(=O)c2c[nH]c3ccccc23)ccc1OCC(=O)N1CCOCC1,1.01,-1.3,-6.6,15.2,1.07,-4.9,-1.1,-3.5
O=C(Nc1ccccc1C(F)(F)F)c1cccnc1,1.13,-12.8,4.3,-4.2,0.957,5.5,-4.3,-10.4
COC(=O)c1cccc(OC(N)=O)c1,1.15,-14.7,-5.4,-0.1,1.05,4.0,-2.5,-2.6
O=C(COc1cccc(C(F)(F)F)c1)Nc1ccccc1N1CCCCC1,0.995,0.5,7.5,-1.1,0.925,-4.9,-1.4,1.9
COc1ccc(C)c2sc(NC(=O)c3cccc(N4C(=O)CCC4=O)c3)nc12,0.905,9.5,10.5,-1.2,0.895,2.8,3.8,-2.2
CCCCC(=O)Nc1c(C)cc(C)cc1Cl,1.04,-3.7,-3.5,-2.2,1.03,-13.0,0.6,-9.2
C=CCn1c(CSc2ccc(C)cc2)n[nH]c1=S,0.891,10.9,6.6,-2.3,0.934,-0.1,6.1,35.4
O=C(NCCc1nc(-c2ccccc2Cl)no1)c1ccccc1,0.883,11.7,-3.7,-2.4,1.04,-0.3,3.4,4.8
Cc1ccc(-n2c(N)c(C#N)c(-c3ccc(Cl)cc3)c(C#N)c2=O)cc1,1.11,-10.8,-5.7,-5.4,1.06,5.4,-0.1,-1.5
CC(C)CCN(C(=O)CNC(=O)c1cccs1)C(C(=O)NC1CCCCC1)c1cccnc1 (stereo not given),0.962,3.8,-12.1,-0.8,1.12,-3.4,-9.7,8.1
CCC(=O)Nc1ccc(/C(C)=N\NC(=O)c2ccc(OC)cc2)cc1,0.969,3.1,11.5,1.2,0.885,-1.4,-7.3,2.4
O=C(Nc1ccccc1)c1cc2ccccc2[nH]1,1.03,-2.6,-6.4,2.5,1.06,-6.2,-6.0,6.2
Cc1cc2oc(=O)cc(CSc3nnc(C)n3N)c2cc1C(C)C,0.979,2.1,-2.0,-4.7,1.02,-5.4,0.5,-13.4
N#Cc1c(N2C(=O)c3ccc(C(=O)O)cc3C2=O)sc2c1CCCC2,1.16,-16.3,3.8,-8.8,0.962,-4.6,-1.4,-52.6
CC1=CCC2C(=O)N(c3cccc(C(=O)NC(C)c4ccccc4)c3)C(=O)C2C1 (stereo not given),0.992,0.8,-1.2,4.8,1.01,-2.9,-2.2,1.5
COCCOc1ccc(C(F)(F)F)cc1NC(=O)COC(=O)C1=COCCO1,1.25,-24.7,0.0,-2.5,1,-0.1,-5.9,-3.7
Cc1nn(-c2ccccc2)c(N2CCCC2)c1/C=N/n1cnc2scc(-c3ccccc3)c2c1=O,0.827,17.3,5.7,-4.8,0.943,-16.6,-6.9,-4.8
Cc1nnc(NC(=O)CSc2nnnn2Cc2ccccc2)s1,1.06,-6.1,-10.1,5.1,1.1,0.7,-7.1,-16.4
COc1ccc(CCC(=O)NC2CCCCC2)cc1,1.19,-19.3,-1.0,-1.3,1.01,-6.8,-5.4,10.0
CCCCn1c(N)c(N(CC(C)C)C(=O)c2c(-c3ccccc3)noc2C)c(=O)[nH]c1=O,0.994,0.6,-8.7,-0.8,1.09,4.0,-3.8,-1.1
CCCCN(C)Cc1c(C)[nH]c2ccc(Cl)cc2c1=O,1.11,-10.7,6.6,-1.3,0.934,-3.2,-3.0,-3.2
CCN(CC)C(=O)Nc1cnc2ccccc2c1,1.01,-1.4,6.0,2.7,0.94,-4.9,-8.5,-12.7
CC(C)C(NS(=O)(=O)c1cccs1)C(=O)N1CCc2ccccc2C1 (stereo not given),1.29,-29.2,-6.7,-0.8,1.07,-2.4,-1.7,-7.0
O=S(=O)(c1ccc(SCCOc2ccc(Br)cc2)nc1)N1CCCC1,0.994,0.6,1.8,-1.4,0.982,-5.3,1.4,1.1
Cc1cc(C)c2[nH]c(=O)c(C(c3nnnn3Cc3ccc4c(c3)OCO4)N3CCC(C)CC3)cc2c1 (stereo not given),1.03,-2.8,0.9,-6.7,0.991,-6.0,9.2,15.1
O=C(Cc1ccc(F)cc1)NCCc1ccc(F)cc1,0.853,14.7,-0.4,0.2,1,-0.8,0.7,-13.9
CN(C)S(=O)(=O)c1cccc(C(=O)NCC2(N3CCOCC3)CCCCC2)c1,0.987,1.3,-6.4,5.0,1.06,-10.0,-7.5,4.0
CCCCNC(=O)NNC(=O)COc1cc(C)cc(C)c1,1.22,-21.6,5.4,2.9,0.946,0.3,-12.7,2.4

# Not a retest: entries from further up.
SMILES,hIAP activ,hIAP inh,mIAP block,A3A deaminase,mIAP act,ATG4B inhibitor,HKDC1 inhibitor,PfG6PD inh
N#Cc1c(N2C(=O)c3ccc(C(=O)O)cc3C2=O)sc2c1CCCC2,1.16,-16.3,3.8,-8.8,0.962,-4.6,-1.4,-52.6
CC1=CCC2C(=O)N(c3cccc(C(=O)NC(C)c4ccccc4)c3)C(=O)C2C1 (stereo not given),0.992,0.8,-1.2,4.8,1.01,-2.9,-2.2,1.5

# Further entries follow.
SMILES,hIAP activ,hIAP inh,mIAP block,A3A deaminase,mIAP act,ATG4B inhibitor,HKDC1 inhibitor,PfG6PD inh
Cc1ccc(C(=O)Nc2ccncc2)c(C)c1,1.06,-5.6,5.3,-5.5,0.947,1.8,-5.5,-13.9
CSc1ccc(C2NN=C(c3ccccc3)S2)cc1 (stereo not given),0.786,21.4,17.1,-2.8,0.829,-8.1,-19.8,6.1
CCOC(=O)c1c(S(=O)(=O)N2CCCCC2C)c(C)n(C)c1C (stereo not given),1.23,-22.6,2.7,-2.3,0.973,-7.1,-5.9,15.0
N#Cc1cc(-c2ccccc2)cnc1Cl,0.888,11.2,8.4,1.5,0.916,2.4,-8.1,1.6
